A-T KAP1 phos: qHTS Assay for Identifying a Potential Treatment of Ataxia-Telangiectasia. Potency, µM (highest dose often 57.5 µM), without a hit: top-dose activation, usual class: activators. 320,000 tested, 0.19% active. […] A-T fibroblasts, KAP-1 phosphorylation AlphaLISA; neocarzinostatin DNA damage 30 min before lysis; further: potency means the concentration at half of the fitted maximal effect; % of control where 0% means no effect; nearly all actives have a fitted effect of over 45% in size
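ATM-like activity read as KAP-1 phosphorylation via AlphaLISA donor/acceptor antibody pairs after lysis and 6 hr at 25C. Cells were ATM-null patient fibroblasts ([…], hTERT), dosed 60 min, then exposed to the DSB inducer NCS for 30 min.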
CXXC DNA block: qHTS Fluorescence Polarization Assay for Inhibitors of MLL CXXC domain - DNA interaction; Histone-lysine N-methyltransferase 2A (Homo sapiens), Q03164; MLL-CXXC / FITC-HOXA9 DNA fluorescence polarization; Potency, µM (series often up to 115 µM), for inactives: at the highest dose activity change, negative = inhibition, hits mostly inhibitors; 290,000 tested, 0.037% active; active means well fitted inhibition curve with a large enough effect in the polarisation, with a control signal flat, not every such curve was filed as active; inconclusive means small, poorly fitted or top-dose-only effect, or effect the other way, or a change in a side signal; inactive means no such curve, though single readings can be large or run the other way; the % refers to the polarisation; further: potency means the concentration at half of the fitted maximal effect
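Fluorescence polarization: 7 uM MLL-CXXC (stock) preincubated 5 min with compounds, then 50 nM fluorescein-HOX-A9 DNA (stock) added; 30 min ambient. Buffer 50 mM Tris-HCl pH 7.5, 50 mM NaCl, 1 mM DTT, 0.05% BSA.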
ASM inhibitor: Inhibitors of Secretory Acid Sphingomyelinase (S-ASM): qHTS; Sphingomyelin phosphodiesterase (Homo sapiens), P17405; placental ASM, HMU-PC fluorogenic substrate, 60 min; Potency, µM (doses to about 57.5 µM), without a hit: at the top dose activity change, negative = inhibition, actives largely listed as inhibitors; 340,000 tested, 0.006% active; further: potency means the concentration at half of the fitted maximal effect
Target sequence (P17405 47-631 limits assumed): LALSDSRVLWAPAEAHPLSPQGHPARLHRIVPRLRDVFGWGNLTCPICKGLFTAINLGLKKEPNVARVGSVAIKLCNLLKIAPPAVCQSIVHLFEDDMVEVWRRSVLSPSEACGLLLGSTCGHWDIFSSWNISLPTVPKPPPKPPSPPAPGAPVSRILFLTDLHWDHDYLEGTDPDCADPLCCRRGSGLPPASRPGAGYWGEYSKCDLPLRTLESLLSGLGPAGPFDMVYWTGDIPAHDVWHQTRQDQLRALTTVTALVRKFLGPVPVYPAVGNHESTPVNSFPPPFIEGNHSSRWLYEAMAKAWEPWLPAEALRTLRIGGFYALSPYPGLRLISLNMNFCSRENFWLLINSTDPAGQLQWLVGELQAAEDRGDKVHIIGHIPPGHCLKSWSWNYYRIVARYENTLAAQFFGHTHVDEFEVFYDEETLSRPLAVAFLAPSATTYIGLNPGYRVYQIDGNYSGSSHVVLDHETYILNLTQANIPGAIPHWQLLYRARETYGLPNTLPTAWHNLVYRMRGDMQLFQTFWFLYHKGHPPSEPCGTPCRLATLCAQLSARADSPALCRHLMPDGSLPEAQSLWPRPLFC
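Human placenta-derived ASM preincubated with compound 10 min at room temperature, then reacted with 9 uM (final) fluorogenic HMU-PC substrate for 60 min at 37 C. Stop solution raises pH to 10; fluorescence read at Ex 386/Em 447 nm.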
MBNL1-CUG inh: qHTS Assay for Inhibitors of MBNL1-poly(CUG) RNA binding | TR-FRET MBNL1-His/biotin-(CUG)12 binding, 665/545 ratio | AID 2675, 2010 | 280,000 tested, 0.036% active | Potency, µM (highest dose often 57.5 µM), for inactives: at the top dose activity change, negative = inhibition, usual class: inhibitors | Muscleblind-like protein 1 (Homo sapiens), Q9NR56; active means well fitted inhibition curve with a large enough effect in the signal ratio, with a control signal flat, not every such curve was filed as active; inconclusive means small, poorly fitted or top-dose-only effect, or effect the other way, or a change in a side signal; inactive means no such curve, though single readings can be large or run the other way; the % refers to the signal ratio; further: potency means the concentration at half of the fitted maximal effect; on the % scale 0 is the no-effect control and ±100 the full control effect
Target sequence (Q9NR56 whole entry, looked up): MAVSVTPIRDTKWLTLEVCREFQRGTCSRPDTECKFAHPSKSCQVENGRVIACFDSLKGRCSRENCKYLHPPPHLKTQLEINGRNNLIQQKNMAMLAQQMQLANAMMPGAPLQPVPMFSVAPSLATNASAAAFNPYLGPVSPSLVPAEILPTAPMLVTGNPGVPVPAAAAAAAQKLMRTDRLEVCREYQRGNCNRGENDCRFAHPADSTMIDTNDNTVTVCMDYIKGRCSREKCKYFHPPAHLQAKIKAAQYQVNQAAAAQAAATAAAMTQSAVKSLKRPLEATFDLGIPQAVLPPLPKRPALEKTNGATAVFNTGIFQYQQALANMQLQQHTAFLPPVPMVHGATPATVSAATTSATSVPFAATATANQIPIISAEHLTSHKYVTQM
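Compounds (final 92 nM to 58 uM) are added to His-tagged MBNL1 and biotin-(CUG)12, then terbium anti-His antibody and streptavidin-XL665 (5 nM final). After 60 min at room temperature, the 665/545 nm ratio is read.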
FBPA coupling cs: qHTS Assay for Inhibitors of Fructose-1,6-bisphosphate Aldolase from Giardia Lamblia: Coupling assay counterscreen. 290,000 tested, 0.67% active. activity change, negative = inhibition, % at 58.2 µM, hits read low. coupling enzyme system counterscreen, AmpLite Red fluorescence. AID 2472, 2010; in the data active means activity change below about -30%; further: on the % scale 0 is the no-effect control and ±100 the full control effect
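Final compound at 57.5 uM, incubated 10 min at RT with coupling enzyme reagent (glyceraldehyde-3-phosphate), then 20 min with substrate and AmpLite Red detection. Fluorescence read at 525/598 nm; tests interference with the coupling assay, not aldolase inhibition.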
TRPV1 agonist: HTS Assay for Compounds that Act as Agonists of the Vanilloid Receptor 1. Transient receptor potential cation channel subfamily V member 1 (Homo sapiens), Q8NER1. TRPV1-expressing cells, Fluo-8 calcium influx, agonist mode. activation, % at 8.33 µM. 320,000 tested, 0.19% active; in the data active means activation above about 80%; inconclusive means between about 30% and that limit; further: 0% is about no effect
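TRPV1-expressing cells were cultured overnight at 35.5C and loaded with Fluo-8 calcium dye for 40 to 90 min at room temperature. After a 10 s baseline, compound was added and calcium influx was read kinetically for 3 min (ex 480/em 520 nm).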
hERG WT inh: qHTS for Inhibitors of KCHN2 3.1: Wildtype qHTS | Voltage-gated inwardly rectifying potassium channel KCNH2 (Homo sapiens), Q12809 | U2OS, BacMam KCNH2, thallium flux FluxOr; stronger effect = lower value | activity change, % at 1.84 µM | 340,000 tested, 0.37% active | AID 720551, 2013;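 active means maximum activity change below -70%; inconclusive means maximum activity change between -70% and -50%; inactive means maximum activity change above -50%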; further: on the % scale 0 is the no-effect control and ±100 the full control effect
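U2OS cells transduced with wild-type KCNH2 virus are loaded with FluxOr dye for 45 min, and thallium flux is measured in kinetic reads before and after stimulation buffer. Rate constants are normalized to DMSO controls.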
a7 integrin act: qHTS for Activators of Integrin-Mediated Alleviation for Muscular Dystrophy. Potency, µM (series often up to 38.3 µM), without a hit: at the top dose activation, hits mostly activators. alpha7betagal myoblasts, beta-gal FDG fluorescence, 48 h. 350,000 tested, 0.064% active. AID 624291, 2012;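 further: potency means the concentration at half of the fitted maximal effect; 100% = response of the positive control SU9516; nearly all actives have a fitted effect of over 60% in size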
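alpha7betagal+/- myoblasts (passage 13, 250/well) treated 48 h at 37C with compounds at 1:260 dilution of DMSO stock. Lysed, then beta-galactosidase activity read as FDG fluorescence (ex 480/em 540) after 30 min, with pre-read for autofluorescence.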
GALK inh: qHTS Assay for Inhibitors of Human Galactokinase (GALK); P51570; Purified GALK, Kinase-Glo residual ATP luminescence; Potency, µM (highest dose often 57.5 µM), for inactives: at the highest dose activity change, negative = inhibition, actives largely listed as inhibitors; 270,000 tested, 0.007% active; further: potency means the concentration at half of the fitted maximal effect; on the % scale 0 is the no-effect control and ±100 the full control effect
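The enzyme phosphorylates galactose (100 uM) using ATP (35 uM); inhibition is detected as higher residual ATP, quantified by bioluminescence after 1 h reaction at room temperature, pH 8.0.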
KCNH2 3.1 inh: qHTS for Inhibitors of KCHN2 3.1: Mutant qHTS; 340,000 tested, 0.95% active; Potassium voltage-gated channel subfamily H member 2, brain isoform KCNH2 3.1 (human); activity change, % (tested at about 1.8 µM); U2OS KCNH2 3.1, thallium flux FluxOr; stronger effect = lower value; AID 720553, 2013;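 active means maximum activity change below -70%; inconclusive means maximum activity change from -70% to -50%; inactive means maximum activity change above -50%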;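 further: thallium influx rate constant from kinetic fluorescence after stimulation buffer; on the % scale 0 is the no-effect control and ±100 the full control effect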
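Steps: virus added to U2OS suspension (4 h, RT, dark); medium with 10% FBS added, cells plated, 37 C overnight; FluxOr/Red40 loading buffer 45 min RT; stimulation buffer, 2 min kinetic read; rate constant normalized.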
* = called active by the depositor; ? = inconclusive; . = no result given; [ ] = remark or other dose. Unless noted, the call rests on the fitted dose curve; in most records, active means well fitted curve in the direction sought with a large enough effect; inconclusive means small, poorly fitted or top-dose-only effect, or another doubt; inactive means no such curve, though single readings can be large; an effect the other way counts as inactive or inconclusive.

no. | SMILES | A-T KAP1 phos | CXXC DNA block | ASM inhibitor | MBNL1-CUG inh | FBPA coupling cs
1 | COc1cc(CN2CCC(CO)(CCOc3ccccc3)CC2)cc(OC)c1 | 2% | ? | -1% | -2% | 0
2 | CC(C)(C)c1nnc2cccc(Cl)n12 | 3% | 12% | 5% | 8% | 1
3 | CCOCN(C(=O)Cn1c(CO)nc2ccccc21)c1c(C)cccc1CC | 7% | 15% | 0% | -3% | 3
4 | O=C(CN1C(=O)NC2(CCc3ccccc32)C1=O)Nc1ccccc1Cl (stereo not given) | 4% | . | 1% | . | .
5 | CC(C)C(C(=O)NCc1ccco1)N(C(=O)CNS(=O)(=O)c1ccccc1)c1ccccc1 (stereo not given) | 0% | -3% | 5% | -7% | -1
6 | O=C(CC1CCCCC1)NCc1ccccc1 | 3% | -6% | 1% | -8% | -4
7 | Cc1cc(OCC(=O)C(C)(C)C)c2c(C)c(C)c(=O)oc2c1 | 3% | 0% | -3% | -4% | 1
8 | CCOC(=O)c1ccc(-n2c(C)nc3ccc(Br)cc3c2=O)cc1 | ? | 12% | -2% | -3% | 0
9 | O=C(C1CCN(S(=O)(=O)c2ccc(Br)cc2)CC1)N1CCOCC1 | -2% | 2% | -1% | -11% | .
10 | O=C(Nc1ccccc1)N(Cc1cccnc1)Cc1ccco1 | -2% | -2% | 6% | -1% | -2
11 | CCN(CC)S(=O)(=O)c1ccc(NN=c2c(=O)c3ccccc3c2=O)cc1 | 0% | -1% | -9% | 18% | -4
12 | Cc1cc(C)c(C#N)c(SCC(=O)N(CCC#N)c2ccc3c(c2)OCCO3)n1 | 0% | . | 10% | . | .
13 | COc1ccc(CCN2C(=O)CC(NNC(=O)c3cccc(O)c3)C2=O)cc1 (stereo not given) | -6% | -3% | 3% | . | -1
14 | Cc1ccccc1NS(=O)(=O)c1cc(S(C)(=O)=O)ccc1Cl | -2% | 6% | -3% | -1% | -2
15 | O=C(CCCc1ccccc1)NCCS(=O)(=O)N1CCN(c2ccc(F)cc2)CC1 | 0% | . | 1% | . | .

no. | TRPV1 agonist | hERG WT inh | a7 integrin act | GALK inh | KCNH2 3.1 inh
1 | 0 | 19 | ? | 1% | ?
2 | -5 | . | 27% | 1% | 13
3 | 4 | 10 | 2% | 3% | -12
4 | . | 13 | 21% | . | 3
5 | 0 | 1 | 0% | 6% | -4
6 | 1 | -3 | ? | -2% | 0
7 | 16 | -4 | 14% | 5% | 12
8 | 8 | -6 | 11% | -2% | -11
9 | 2 | -21 | 28% | -6% | 8
10 | 0 | 4 | -11% | 0% | 6
11 | 4 | 0 | -25% | -3% | -14
12 | 0 | 9 | 0% | . | 2
13 | 7 | 0 | 10% | 0% | -12
14 | 3 | 10 | -19% | 1% | 23
15 | -1 | 4 | 15% | . | 2

(listing goes on)
no. | SMILES | A-T KAP1 phos | CXXC DNA block | ASM inhibitor | MBNL1-CUG inh | FBPA coupling cs
16 | COc1ccc(C(=O)N/N=C(\C)c2ccccn2)cc1OC | -1% | -8% | -2% | 25% | -2
17 | CCC1(C(=O)OC)CCc2c(cc(OC)c3ccccc23)C1=O (stereo not given) | ? | 17% | 299%[activator] | 17% | -4
18 | C=CCn1c(SCC(=O)N2CCOCC2)nc2c([nH]c3ccccc32)c1=O | 11% | -5% | 0% | 1% | .
19 | C/C(=N\NC(=O)c1ccc(O)cc1)c1ccc(N2CCOCC2)cc1 | -7% | -1% | 4% | 8% | -1
20 | COC(=O)Cc1ccc(NC(=S)N2CCN(C)CC2)cc1 | 3% | -6% | 9% | 0% | 2
21 | Cc1ccc(NC(=O)c2c(-c3c(F)cccc3Cl)noc2C)cc1F | ? | -5% | -2% | -7% | 0
22 | COc1ccc(CCNC(=O)c2cc3c(=O)n4cccc(C)c4nc3n(Cc3ccncc3)c2=N)cc1 | 1% | 16% | . | 11% | 0
23 | CCc1cccc(NC(=O)c2ccc(Cn3nc(C)cc3C)o2)c1 | 5% | 2% | -3% | . | 0
24 | COCCNc1cc(-c2ccccc2)nc2cc(-c3cccc(F)c3)nn12 | 21% | 10% | 97%[activator] | 1% | 0
25 | C/C(=N\NC(=O)c1ccc(Cl)c(S(=O)(=O)Nc2ccccc2Cl)c1)c1ccncc1 | 2% | 0% | -4% | -11% | -1
26 | CC1CCCN(CC(O)COc2ccc(Cl)cc2)C1 (stereo not given) | 3% | 0% | 5% | -13% | 2
27 | Cc1cc(C)cc(-n2c(C)cc(/C=N/NC(=O)CN(c3c(C)cccc3C)S(C)(=O)=O)c2C)c1 | 0% | 24% | -8% | 1% | 0
28 | Clc1ccc(CNc2nc(N3CCOCC3)nc(N3CCOCC3)n2)cc1 | . | 13% | -11% | 9% | -7
29 | CC(C)(C)c1ccccc1NC(=S)NC1CCCCC1 | -5% | 2% | 8% | 3% | 0
30 | COC(=O)C1Cc2ccccc2CN1S(=O)(=O)c1ccc(C)cc1 (stereo not given) | 12% | 21% | 2% | -7% | 0

no. | TRPV1 agonist | hERG WT inh | a7 integrin act | GALK inh | KCNH2 3.1 inh
16 | 2 | 3 | -52%[inhibitor] | 1% | -6
17 | -3 | 7 | -6% | 4% | 0
18 | 3 | -10 | -4% | -5% | 7
19 | 29 | 5 | -8% | 2% | -18
20 | 0 | -2 | -1% | -2% | 8
21 | -3 | 5 | -24% | 1% | -16
22 | -1 | . | . | -1% | .
23 | 15 | -1 | -3% | 0% | 7
24 | 23 | -1 | 20% | -3% | 0
25 | 0 | -13 | -8% | 1% | -20
26 | 6 | . | -6% | 0% | -25
27 | -3 | -8 | 2% | -2% | -2
28 | 14 | -16 | 8% | 2% | -4
29 | ? | 2 | 14% | -3% | 4
30 | 8 | 13 | -27% | -6% | -3

A few values from the list.
`Cc1ccc(NC(=O)c2c(-c3c(F)cccc3Cl)noc2C)cc1F` | TRPV1 agonist: -3
`COc1cc(CN2CCC(CO)(CCOc3ccccc3)CC2)cc(OC)c1` | hERG WT inh: 19

Further structures.
no. | SMILES | A-T KAP1 phos | CXXC DNA block | ASM inhibitor | MBNL1-CUG inh | FBPA coupling cs
31 | COc1cc(CN(C)C(=O)C2CCN(S(=O)(=O)c3cccs3)CC2)ccc1OC(F)F | . | . | -8% | . | .
32 | CCOc1ccc(CN2CCNC(=O)C2CC(=O)NCc2ccccn2)cc1 (stereo not given) | 4% | 8% | 7% | 5% | -5
33 | Cc1ccc(OCc2nnc(SCC(=O)Nc3ccc4c(c3)OCO4)n2C)cc1 | 5% | 10% | -3% | -1% | 2
34 | C=CCN1C(=O)C2(C(C(=O)c3ccc(C)o3)=C(O)C(=O)N2CCCN2CCOCC2)c2ccccc21 (stereo not given) | -5% | 2% | 2% | -1% | -1
35 | Cc1cccc(-n2ncc3c(N(C)Cc4ccccc4)ncnc32)c1 | -22% | -5% | -3% | -2% | -12
36 | O=C(O)c1ccccc1-c1ccccc1C(=O)Nc1ccc2c(c1)C(=O)c1ccccc1-2 | . | . | 2% | . | .
37 | COc1ccc(CCNC(=O)COC(=O)Cc2ccc(OC)cc2)cc1 | -3% | 10% | 0% | -12% | 1
38 | C=CCn1c(=O)c(C(=O)Nc2ccccc2OC)c(O)c2ccccc21 | 3% | -1% | . | 7% | 1

no. | TRPV1 agonist | hERG WT inh | a7 integrin act | GALK inh | KCNH2 3.1 inh
31 | . | 4 | -30%[inhibitor] | . | 0
32 | 1 | -4 | -22% | -3% | 2
33 | 2 | 8 | 4% | -6% | -1
34 | -2 | -5 | -15% | 1% | 3
35 | 3 | -11 | 20% | 1% | -12
36 | . | 2 | 0% | . | 5
37 | 7 | 0 | 3% | 1% | -2
38 | 1 | . | . | 1% | .

From PubChem BioAssay

Rows were taken by chance; any-hit rate near 2%.
